NPR1 activator: GC-A (human) enzyme activation | P16066 | activation, % at 10 µM | 370,000 compounds, 0.14% hits | HEK293 GC-A cells, cGMP TR-FRET, EC30 ANP; 0% at EC30 ANP, 100% saturating ANP; in the data active means activation above about 40%
Target sequence (P16066 whole entry, looked up): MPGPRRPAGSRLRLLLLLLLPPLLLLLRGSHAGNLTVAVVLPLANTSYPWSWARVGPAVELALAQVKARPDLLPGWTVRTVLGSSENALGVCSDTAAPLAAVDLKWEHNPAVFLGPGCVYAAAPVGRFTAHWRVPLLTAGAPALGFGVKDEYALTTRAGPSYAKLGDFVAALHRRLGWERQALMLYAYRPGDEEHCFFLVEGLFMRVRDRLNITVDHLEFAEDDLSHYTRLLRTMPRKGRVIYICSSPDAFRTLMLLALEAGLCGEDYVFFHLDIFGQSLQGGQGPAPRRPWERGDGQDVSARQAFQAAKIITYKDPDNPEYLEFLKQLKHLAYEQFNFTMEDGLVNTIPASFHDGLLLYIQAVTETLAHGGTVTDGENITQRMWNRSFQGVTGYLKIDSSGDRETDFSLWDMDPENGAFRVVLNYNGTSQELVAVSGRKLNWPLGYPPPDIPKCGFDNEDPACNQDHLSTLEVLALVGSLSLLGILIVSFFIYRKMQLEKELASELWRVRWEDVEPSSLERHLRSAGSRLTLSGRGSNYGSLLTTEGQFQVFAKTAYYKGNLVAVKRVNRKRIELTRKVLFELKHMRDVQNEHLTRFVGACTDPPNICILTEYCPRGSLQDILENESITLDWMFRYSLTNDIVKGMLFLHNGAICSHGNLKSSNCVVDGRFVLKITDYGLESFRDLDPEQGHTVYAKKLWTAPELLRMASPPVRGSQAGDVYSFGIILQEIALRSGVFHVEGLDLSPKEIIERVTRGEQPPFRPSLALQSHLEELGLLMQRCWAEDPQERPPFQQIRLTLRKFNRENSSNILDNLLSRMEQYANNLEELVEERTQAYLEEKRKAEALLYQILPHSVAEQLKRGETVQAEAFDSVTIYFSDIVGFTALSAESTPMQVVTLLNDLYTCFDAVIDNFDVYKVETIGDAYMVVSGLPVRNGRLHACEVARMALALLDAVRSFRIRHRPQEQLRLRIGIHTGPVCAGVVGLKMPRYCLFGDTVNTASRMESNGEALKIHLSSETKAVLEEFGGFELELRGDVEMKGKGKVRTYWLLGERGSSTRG
ssDAF-12 act: S. stercoralis DAF-12 activation, primary screen; HEK293 ssDAF-12/GRIP1 lit1-tk-luc reporter, luminescence; % of 3 µM dafachronic acid response; activation, % at 6.8 µM; 370,000 compounds, 1% hits;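 active means activation above the mean over all tested compounds plus 3 SD, cut at about 0.9% in these data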;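 further: 0% = DMSO-only wells and 100% = 3 µM delta7-dafachronic acid wells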
DAX1 inh-1: blocks DAX1 repression of SF-1 activated StAR promoter. HEK293T StAR-luciferase reporter, SF-1/DAX-1 repression relief. inhibition, % at 6.8 µM. 370,000 compounds, 1.1% hits. AID 652010;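 active means inhibition above the mean over all tested compounds plus 3 SD, cut at about 3.6% in these data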;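 further: 0% = DAX-1 cells with DMSO and 100% = cells lacking DAX-1 with DMSO; higher inhibition means more luminescence from relief of DAX-1 repression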
DAX1 inh-2: inhibits human nuclear receptor DAX1 | inhibition, % at 6.75 µM | P51843 | 340,000 compounds, 0.99% hits | HEK293 Gal4-DAX1 luciferase reporter, luminescence | AID 504766;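 active means inhibition above the mean over all tested compounds plus 3 SD, cut at about 4.2% in these data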;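 further: 0% = DAX1-transfected cells with DMSO and 100% = empty-vector control cells with DMSO; inhibition shows as a rise in luminescence from relieved DAX1 repression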
hcDAF12 agonist: activators of H. contortus DAF-12 nuclear receptor. HEK293 hcDAF-12 lit1-tk-luc reporter, luminescence; 0% DMSO, 100% Δ7-dafachronic acid. activation, % at 6.8 µM. 370,000 compounds, 1.4% hits;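 active means activation above the mean of all tested compounds plus 3 SD, cut at about 5.5% in these data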;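 further: 100% = response to 3 µM Δ7-dafachronic acid high control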
hgDAF12 agonist: hgDAF-12 agonism, primary luciferase screen. HEK293 GAL4-hgDAF12 UAS-luciferase reporter, agonist luminescence; normalized to butyrate control. activation, % at 6.8 µM. 370,000 compounds, 1.8% hits;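 active means activation above a cutoff set at the mean of all screened compounds plus 3 SD, cut at about 10% in these data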;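 further: 0% = DMSO wells and 100% = sodium butyrate wells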
PG9 Ab binder: binds the HIV-1 gp120 antibody PG9; TR-FRET gp120-PG9 antibody binding; inhibition, % at 6.7 µM; 360,000 compounds, 0.43% hits; in the data active means inhibition above about 8.5%
GAA850 FXN act: increases GAA850 frataxin promoter reporter activity. HEK293 lucGAA850 FXN promoter luciferase reporter, 24 h; percent of 10 µM SAHA response. activation, % at 6 µM. 360,000 compounds, 0.56% hits. AID 540364;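 active means activation above the average of all compounds screened plus 3 SD, cutoff fixed separately per campaign, cut at about 7.5% in these data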;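 further: 0% = DMSO wells and 100% = 10 µM SAHA wells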
SMARCA2 activ: increases SMARCA2 function in MMTV reporter cells; MG213 cells, MMTV-luciferase reporter, dexamethasone, overnight; activation, % at 9.1 µM; AID 652017; 370,000 compounds, 1% hits; in the data active means activation above about 7.8%;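 further: 0% = vehicle wells and 100% = reference activator wells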
ADAM17 inh: inhibits human ADAM17; AID 720648; 370,000 compounds, 0.83% hits; recombinant ADAM17, EDANS/DABCYL FRET peptide cleavage; inhibition, % at 6.95 µM; P78536;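 active means inhibition above the mean of compounds lying between control limits plus 3 SD, set per campaign, cut at about 8.5% in these data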;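 further: 0% = DMSO-only wells as the low control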
ADAM10 inh: ADAM10 inhibition, QFRET primary screen; recombinant ADAM10, EDANS/DABCYL FRET peptide cleavage, 3 h; inhibition, % at 7 µM; 370,000 compounds, 0.62% hits; AID 720582;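 active means inhibition above a per-campaign cutoff equal to the mean of compounds falling between control-based bounds plus 3 SD, cut at about 20% in these data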;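 further: 0% = DMSO wells while the 100% control is not disclosed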
Active calls of the source: *; i = inactive; / = not tested or not shown.

SMILES	NPR1 activator	ssDAF-12 act	DAX1 inh-1	DAX1 inh-2	hcDAF12 agonist	hgDAF12 agonist	PG9 Ab binder	GAA850 FXN act	SMARCA2 activ	ADAM17 inh	ADAM10 inh
CCN(CC)S(=O)(=O)c1ccc(C(=O)Oc2ccc3c(c2)OCO3)cc1	4	-0.7	-0.1	-1.1	-1.6	-0.4	-1.7	1.4	2	0	9
Cc1nn(Cc2ccc(Cl)cc2)c2sc(C(=O)O)cc12	-4	-1.2	-0.3	/	-0.6	-2.4	-0.1	-0.5	-4	1	1
CCOC(=O)c1ccc(NC(=O)CN2C(=O)CCC2=O)cc1	-1	-0.8	-0.8	-0.2	-0.6	0.3	1.2	-1.8	0	-5	2
COc1cccc(N2CCN(C(=O)CSc3nc4ncccc4[nH]3)CC2)c1	-4	-1.6	-1.1	/	-1.6	1.8	/	/	-4	1	-1
C/C(=N/NC(=O)Cc1c(C)[nH][nH]c1=O)c1ccc(O)cc1	0	-1.3	-0.5	1.0	0.2	-2.1	-4.4	1.7	-3	-1	-7
COc1ccc(N(Cc2cc3ccccc3[nH]c2=O)S(C)(=O)=O)cc1	-13	-0.5	-0.1	0.2	1.2	2.6	-0.6	0.2	-1	-5	-12
COc1ccc(CNC(=O)CSc2ccc(Br)cc2)cc1OC	5	-1.6	-0.2	0.2	-1.4	0.7	-0.9	1.8	-3	-5	-5
COc1cc2c(C(=O)N3CCN(c4ccccc4F)CC3)cn(C)c(=O)c2cc1OC	0	-1.0	0.1	0.6	-0.9	3.0	0.7	-0.3	-2	-4	3
N#Cc1cccc(NC(=O)CNc2cccc(S(=O)(=O)N3CCCC3)c2)c1	1	-1.2	-0.1	-1.2	-0.8	-2.2	-2.6	-0.6	-3	-4	4
CCOCCCNc1ccc(N2C(=O)CCCC2=O)cc1[N+](=O)[O-]	2	-1.2	0.3	2.3	-0.9	-1.5	-1.4	2.9	-3	2	6
O=C(NCC(O)c1nc2ccccc2[nH]1)c1cc2ccccc2[nH]1 (stereo not given)	1	-0.3	0.6	/	0.4	1.3	-1.4	/	-5	-3	-10
CC1=C(C(=O)Nc2ccccc2)C(c2ccc3c(c2)OCO3)C2=C(CCCC2=O)N1 (stereo not given)	-2	-0.9	-0.7	-0.1	-1.9	-0.1	-0.6	-0.8	-5	-21	-103
O=C(NC1CCCCCC1)c1nc2ncccn2n1	-1	-1.4	-0.3	1.4	-0.2	0.5	0.3	-0.7	2	-2	9
CC1CN(C(C)C)C(=S)NC1=O (stereo not given)	2	-1.1	3.6*	-0.8	-0.5	-0.7	-0.8	-1.6	-2	0	-8
CCOC(=O)COc1ccc2ccccc2c1/C=C/[N+](=O)[O-]	0	-1.2	-0.6	-1.0	0.1	-1.2	0.5	-0.3	-1	-4	-13
CCCCN(C(C)=O)C1CC(=O)N(c2ccc(OCCC)cc2)C1=O (stereo not given)	2	-0.8	0.1	8.6*	-0.2	0.9	-1.4	0.4	-1	-1	-3
C[C@H](CO)N1C[C@H](C)[C@@H](CN(C)S(=O)(=O)c2ccc3ccccc3c2)OCc2cnnn2CCCC1=O	1	-1.6	-1.5	0.2	-1.7	-2.2	0.9	0.2	-5	4	-16
Cc1ccc(C)n1-c1cccc(NC(=O)c2ccccc2)c1	0	0.8	0.8	-0.6	2.0	-0.3	-0.2	6.6	-2	4	-8
CC1CC(C)CN(C(=O)C2CCC(CNc3c(N4CCCCC4)c(=O)c3=O)CC2)C1 (stereo not given)	-2	-1.4	0.2	1.6	-0.2	-1.7	-0.6	0.8	-6	-7	-10
COC(=O)C(C(=O)Nc1ccccc1C)C1CCCC1 (stereo not given)	-4	-1.1	0.2	0.1	-1.4	-1.7	1.5	-1.6	0	-1	-1
CC(C)(C)OC(=O)[C@H](Cc1ccccc1)NC(=O)c1[nH]cnc1C(=O)N[C@@H](Cc1ccccc1)C(=O)OCc1ccccc1	3	-1.2	-0.2	-0.1	-0.9	-2.5	-2.8	0.1	1	8	16
O=C(COC(=O)/C=C/c1c(F)cccc1Cl)NCC1CCCO1 (stereo not given)	0	-0.6	2.3	-1.2	-0.8	0.8	-0.3	1.6	-1	-2	-5
CCN(c1ccc(OC)cc1)S(=O)(=O)N1CCCC(C(=O)NCc2ccc(OC(C)C)cc2)C1 (stereo not given)	-1	-1.0	-2.8	-0.8	-2.9	-3.2	-1.0	-2.3	-4	6	15
Cc1ccc(C)c(N2CCN(S(=O)(=O)c3ccc4c(c3)OCCO4)CC2)c1	1	-1.5	-0.1	0.2	-2.1	-1.6	-1.6	-0.2	1	4	6
CSc1ccccc1C(=O)NC1CCSc2ccccc21 (stereo not given)	-7	0.9	-0.1	-2.0	5.7*	2.2	-1.4	3.1	-2	1	10
CC1(C)Cc2c(C#N)c(SCCC#N)nc(N3CCOCC3)c2CO1	5	-1.0	0.1	1.2	-0.7	2.0	1.7	0.6	-1	-1	-4
CC(=O)Nc1ccc(-c2nnc(SCC(=O)NCc3ccco3)n2C)cc1	-1	-0.9	0.2	-0.6	-1.4	0.4	-1.0	-1.3	-2	-4	-9
Cc1ccc(CNS(=O)(=O)c2ccc3c(c2)C(C)(C)C(=O)N3C)cc1	-4	-1.5	-0.6	0.8	1.2	-0.9	-2.1	1.2	1	-5	-2
O=C(COC(=O)c1oc2ccccc2c1COc1ccccc1)NCCN1C(=O)CSC1=O	-3	-1.2	0.4	-1.2	2.1	-0.2	-1.0	0.8	-4	1	10
Cc1cc(=O)oc2c(C)c(OC(C)C(=O)NCC3CCC(C(=O)O)CC3)ccc12 (stereo not given)	2	-1.6	1.0	2.3	-0.3	0.0	-0.3	-0.7	1	-5	-38
O=C(N/N=C/c1c[nH]c2ccc(Br)cc12)c1ccn(Cc2ccc(Cl)cc2)n1	-15	-0.7	-0.5	-0.3	-0.7	3.8	1.2	-1.2	3	-1	0
Cc1ccc(S(=O)(=O)N2CC3=C(C2)C2CC2(C)C3)cc1 (stereo not given)	-1	-1.0	0.1	/	-0.6	1.2	0.2	/	1	-3	-3
O=C(NC1CCCC1)C(c1ccccc1)N(C(=O)c1ccno1)c1ccccc1 (stereo not given)	-5	-0.6	-0.2	-0.1	0.6	-0.6	3.4	1.3	-3	-3	-4
O=c1c(Br)c(N2CCCC2)cnn1-c1ccccc1	-3	0.4	2.8	0.5	5.6*	12*	0.0	3.6	3	7	7
CCCCNC(=O)C1(C)CCCCN1Cc1ccc2ccccc2c1 (stereo not given)	1	-1.5	1.3	/	-1.8	-3.6	-0.3	-0.7	-1	-3	-4
Clc1cccc(CN2CCC(Cc3ccccc3)CC2)c1	-3	-1.4	0.0	-0.1	0.7	0.6	1.5	-1.1	-4	-6	-8
O=C(COC(=O)Cc1ccccc1F)Nc1ccc(SC(F)F)cc1	2	-1.1	-0.1	-0.2	0.1	3.5	-1.6	0.0	6	5	9
CCc1ccc(/C([O-])=C(/C(=S)NCCN2CCOCC2)[n+]2ccccc2)cc1	1	-0.9	0.1	3.7	-0.7	0.6	-0.2	1.3	-3	0	0
CCN(CC)C(=O)CSc1ncnc2c1cnn2Cc1ccccc1	3	-1.3	-1.2	0.0	-1.4	0.9	0.3	-1.0	1	-4	-2
Cc1noc(C)c1CSCC(=O)N(C)CC(=O)Nc1ccc(Cl)c(Cl)c1	-5	-1.1	-2.2	0.8	-1.5	-1.4	-2.0	1.6	0	1	2
CCC(C)c1ccc(NC(=O)C2CCN(c3ccc(C(F)(F)F)cn3)CC2)cc1 (stereo not given)	5	-0.6	-0.1	1.3	-2.7	-3.2	-0.9	1.6	-3	0	2
CC(C)(C)OC(=O)C[C@@H]1C/C=C\C[C@H](CC(=O)N[C@H](CO)Cc2ccccc2)C(=O)N[C@H](Cc2ccccc2)COC1=O	1	-1.4	0.2	-0.6	-1.6	-1.4	-0.5	1.3	1	-1	-5
Cn1c(COc2ccc(F)cc2)nnc1SCC(=O)NC1CC1	4	0.7	-0.1	0.6	-1.1	0.7	1.6	-0.8	-4	-3	-5
COc1ccc(C(=O)NCCNC(=O)c2cnccn2)cc1OC	-1	-0.8	0.5	0.4	-2.5	-2.8	0.8	-0.6	-1	0	-6
N=c1c(C(=O)NC2CCCCC2)cc2c(=O)n3ccccc3nc2n1CCc1ccccc1	1	-0.9	0.5	3.4	-1.4	3.5	-1.3	2.2	-1	-314	i
COc1ccc(C2=Nc3cc(C)ccc3OC2)cc1	0	1.4*	4.8*	-0.6	13*	16*	-1.7	-1.1	4	-4	-7
COc1cccc(-c2ccc3c(c2)S(=O)(=O)c2cccc(C(=O)O)c2C3=O)c1OC	1	-1.0	0.6	-0.9	-0.4	-0.9	0.6	0.8	-1	-1	-4
Cc1ccc(/C=N/NC(=O)CSc2nc3nc(C)cc(C)n3n2)cc1	2	-1.4	-0.7	1.3	-2.2	-1.2	-3.5	-0.2	-1	-4	4
CCOC(=O)C1=CN(CC)S(=O)(=O)NC1c1ccc(C(F)(F)F)cc1 (stereo not given)	-3	-0.9	0.0	-0.6	1.2	-2.3	-0.2	3.4	-6	-9	-27
O=C(Nc1ccccc1)C1=C[C@H](c2ccccc2)C[C@H](OCc2ccc(CO)cc2)O1	-7	-0.8	0.6	-0.5	1.4	1.2	-1.0	2.0	2	0	6
O=C(CS(=O)CC(=O)Nc1ccccc1-c1ccccc1)Nc1ccc(F)cc1 (stereo not given)	-7	-1.4	0.0	-0.9	-2.1	0.5	-1.1	-0.3	-2	-4	3
CC(=O)Nc1ccc(S(=O)(=O)N2CCN(C3CCCCCCC3)CC2)cc1	-2	-1.9	-0.8	-1.2	-1.6	-2.0	-2.5	-0.7	-3	8	12
CCOc1ccc(OCCOCCOc2ccccc2Cl)cc1	2	-2.0	-1.0	0.6	-0.5	1.8	-2.3	0.0	4	3	4
O=C1C(NS(=O)(=O)c2cccs2)=C(N2CCN(c3cccc(Cl)c3)CC2)C(=O)c2ccccc21	4	-1.5	0.0	-0.4	-1.7	-2.5	0.3	0.7	-1	-6	1
CCC12CN(S(=O)(=O)c3ccc(C)cc3)CC(CC)(CN(S(=O)(=O)c3ccc(C)cc3)C1)C2=O	2	-1.1	-0.3	-0.2	-1.1	5.0	-4.0	-1.6	-5	2	4
COC(=O)c1ccccc1NC(=O)COC(=O)c1ccco1	0	-0.8	0.7	1.8	-1.5	1.3	-0.3	1.4	-1	-5	-12

Compound activity from PubChem.

Rows are unselected; about 6.8% have a hit in one of these screens.
